High-throughput results: PubChem, Broad Institute
GSK3A inh = human GSK-3 alpha kinase inhibition | hit rate 0.1% among 320,000 | inhibition, % at 10 µM | ADP-Glo luminescence, 60 min | AID 2650;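 in the data active = inhibition above about 50%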;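 also: GST-tagged GSK-3 alpha with peptide substrate and 25 µM ATP; 0% = DMSO neutral wells and 100% = GW8510 positive control wells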
Target sequence (P49840 whole entry, looked up): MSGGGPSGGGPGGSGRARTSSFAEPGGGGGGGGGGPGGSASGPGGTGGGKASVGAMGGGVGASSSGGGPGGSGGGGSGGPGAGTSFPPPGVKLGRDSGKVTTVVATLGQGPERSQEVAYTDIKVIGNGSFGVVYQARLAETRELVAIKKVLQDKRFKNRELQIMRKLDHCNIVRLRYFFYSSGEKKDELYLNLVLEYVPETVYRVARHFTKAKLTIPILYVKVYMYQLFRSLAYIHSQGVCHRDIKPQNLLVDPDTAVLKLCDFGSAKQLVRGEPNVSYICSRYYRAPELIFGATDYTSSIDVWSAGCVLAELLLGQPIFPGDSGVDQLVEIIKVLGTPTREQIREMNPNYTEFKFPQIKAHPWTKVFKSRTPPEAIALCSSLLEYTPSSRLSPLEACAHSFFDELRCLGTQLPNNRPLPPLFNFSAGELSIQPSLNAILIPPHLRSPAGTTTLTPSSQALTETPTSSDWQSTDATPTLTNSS
* = called active by the depositor; & = joins results of further samples.

GSK3A inh	smiles
-3	O=S(=O)(c1ccc(=S)[nH]c1)N1CCCC1
-3	CCOC(=O)C1=C(COC(=O)CCc2ccc(CC)cc2)NC(=O)NC1C (stereo not drawn)
-2	O=C(CSc1ncnc2ccccc12)N1CCNC1=O
-1	CC(C)C(NC(=O)c1ccc(F)cc1)C(=O)N1CCN(C(=O)c2ccco2)CC1 (stereo not drawn)
-5	Cc1csc(SCC(=O)Nc2cccc(C)c2C)n1
-5	O=C(CN1C(=O)NC(c2ccccc2)(c2ccccc2)C1=O)NCc1ccc(F)cc1
0	COc1cc(/C=C/C(=O)OCC(=O)NCCCc2ccccc2)ccc1O
-2	Nc1c(N(CCC2=CCCCC2)C(=O)c2ccccc2F)c(=O)[nH]c(=O)n1Cc1ccccc1
-3	Cc1c(C(=O)OCC(=O)N(C)Cc2ccc(Cl)cc2)oc2ccccc12
5	CC(C)N(C)S(=O)(=O)c1ccc(NC(=O)C2=COCCO2)cc1
0	O=C(c1ccco1)N1CCN(C(=O)c2ccc(-c3ccc([N+](=O)[O-])cc3)o2)CC1
-1	COc1ccc(CC(=O)OCC(=O)c2ccc[nH]2)cc1
-33	O=S(=O)(c1ccc(Cl)nc1)N1CCCC1
-2	Cc1noc(C)c1NC(=O)N(C)C[C@H]1Oc2c(NC(=O)NC(C)C)cccc2C(=O)N([C@H](C)CO)C[C@@H]1C
12	Cc1cnc(C(=O)Nc2ccc(C)c(S(=O)(=O)N3CCCCC3)c2)cn1
-2	C[C@H](NC(=O)c1nc[nH]c1C(=O)N[C@@H](C)c1ccccc1)c1ccccc1
-1	C[C@H](CO)N1C[C@H](C)[C@@H](CN(C)S(=O)(=O)c2ccccc2)Oc2ccc(NC(=O)Nc3ccccc3)cc2C1=O
-3	Cc1ccccc1C(C)NS(=O)(=O)c1ccc2c(c1)OCCO2 (stereo not drawn)
6	CCOc1ncccc1C(=O)OCCCC(=O)c1ccc(Br)cc1
-5	CCc1sc(C(=O)Nc2nc(-c3ccccn3)cs2)cc1C
-1	COc1ccc(OCc2cc(=O)c3ccc4c(c3o2)C=CC(C)(C)O4)cc1OC
0	COc1ccc(NC(=O)CCc2ccccc2)cc1S(=O)(=O)N1CCOCC1
-1	COc1ccc(NC(C)=O)cc1NS(=O)(=O)c1ccc2c(c1)OCCO2
0	CC(=O)c1c(C)[nH]c(C(=O)COC(=O)Cc2ccccc2F)c1C
0	CC[C@]12c3[nH]c4ccccc4c3CCN1C(=O)C(CC(=O)NCc1ccc(OC)c(OC)c1)C[C@@H]2C(=O)N1CCN(C(=O)C2CC2)CC1 (stereo partly drawn)
-1	COc1ccccc1CNC(=O)c1ccc(Cl)c(S(=O)(=O)N2CCCC2)c1
-5	CC(Sc1nnc2ccccn12)C(=O)Nc1ccc(N2CCOCC2)cc1 (stereo not drawn)
0	COc1ccc(N2CCN(CCS(=O)(=O)c3cc(Cl)ccc3Cl)CC2)cc1
0	CCOc1cc(N2CCOCC2)c(OCC)cc1NC(=O)COC(=O)c1ccc(Cl)nc1
0	COC(=O)c1cc(NC(=O)CN2C(=O)C(=O)N(C3CCCC3)C2=O)cc(C(=O)OC)c1
2	COc1ccccc1CC(=O)Nc1ccc(S(=O)(=O)N(C)C2CCN(C)CC2)cc1
-3	CC(C)CN1C(=O)C(=O)N(CC(=O)N(C)CC(=O)Nc2ccc(F)cc2)C1=O
-1	COc1ccc([C@H]2CC(=O)C=C(c3ccc4ccccc4c3)C2)cc1OC
-4	CCOC(=O)[C@H]1[C@H]2COc3cc(OC)ccc3[C@@H]2N2C(=O)c3c(C)cc(C)cc3NC(=O)[C@@]12C
0	COC(=O)c1ccc(C(=O)OC)c(NC(=O)CSc2n[nH]c(N)n2)c1
1	COC(=O)c1cc(O)cc(OC)c1Oc1cc(C)cc(O)c1C(=O)O
-1	O=C1C(Cc2ccccc2)Nc2ncnc(N3CCc4ccccc4C3)c2N1Cc1ccccc1 (stereo not drawn)
11	CC(=O)c1ccccc1OCC(=O)Nc1cccc(S(=O)(=O)N2CCCC2)c1
4	CN(C)CCOc1ccc(-c2c(-c3ccccc3)sc3ccccc23)cc1
5	CNCCNC[C@H](Cc1cccc2ccccc12)NCCc1ccccc1
0	O=C(COC(=O)c1ccc2ccccc2n1)Nc1ccccc1F
-2	O=C(Cn1cc(C(F)(F)F)cc(Cl)c1=O)NCC1COc2ccccc2O1 (stereo not drawn)
3&5	CC(CCC(C)C(C)(C)C)[C@@H]1CC[C@H]2C3C[C@H](OS(O)(=S)=S)[C@H]4C[C@H](OS(O)(=S)=S)[C@@H](OS(O)(=S)=S)C[C@]4(C)[C@H]3CC[C@]12C (stereo partly drawn) (tested in a mixture with another compound)
14	COc1ccc(C)cc1NC(=O)COC(=O)c1c(C)nn(-c2ccccc2)c1C
-3	CNC[C@H]1Oc2c(NS(=O)(=O)c3cccs3)cccc2C(=O)N([C@H](C)CO)C[C@@H]1C
-1	COc1ccc(NS(=O)(=O)c2cccc(C(=O)NN=Cc3ccc(O)c(OC)c3)c2)cc1
10	O=C(COc1ccc2ccc(=O)oc2c1)NC1CCCCC1
-1	CN(Cc1ccccc1)C(=O)c1ccc(NC(=O)C2CCCN(C(=O)OC(C)(C)C)C2)cc1 (stereo not drawn)
-1	CCOC(=O)[C@H]1[C@H]2COc3ccccc3[C@@H]2N2C(=O)c3cc(Br)ccc3NC(=O)[C@@]12C
-2	CC1CCCC(NC(=O)COC(=O)COc2ccc(Br)cc2)C1C (stereo not drawn)

The listing continues.
GSK3A inh	smiles
-6	Cc1ccc(CNC(=O)c2cccc3c2C(=O)c2ccc(N4CCC(C)CC4)cc2S3(=O)=O)cc1
-3	C[C@@H]1CN([C@@H](C)CO)C(=O)Cc2cc(NC(=O)Nc3ccc(C(F)(F)F)cc3)ccc2O[C@@H]1CN(C)S(=O)(=O)c1ccc(Cl)cc1
-2	O=C(Nc1ccc(F)c(Cl)c1)c1ccccc1
-2	CCOC(=O)CC[C@H](NC(=O)Cn1cnc2c(OCc3ccccc3)ncnc21)C(=O)OCC
2	COc1cc(C)ccc1OCC(=O)Nc1ccccc1N1CCOCC1
28	C#CCOCCOCCOCCNc1nc(N2CCN(C(=O)CCCCCCCCCCNC(=O)[C@H]([C@@H](C)CC)n3cc(CCCCCN)nn3)CC2)nc(N2CCN(C(=O)CCCCCCCCCCNC(=O)[C@H](CO)n3cc(CCCCCN)nn3)CC2)n1
-1	CCOC(=O)[C@@H]1[C@H]2COc3cc(OC)ccc3[C@H]2N2C(=O)N(c3cccc(C)c3)C(=O)[C@]12C
-1	O=C(OCC(=O)N1CCN(c2ccccc2)CC1)c1ccncc1
-3	COc1cccc(-c2ncc3ccccc3c2COC(=O)c2ccccc2C(=O)O)c1
1	COc1ccc(CN(C)C(=O)c2cccc(S(=O)(=O)N3CCc4ccccc43)c2)c(OC)c1
1	C[C@H](CO)N1C[C@H](C)[C@@H](CN(C)Cc2ccc3c(c2)OCO3)Oc2ccc(NS(C)(=O)=O)cc2C1=O
0	COc1ccc(C(=O)NC(C)c2ccncc2)cc1S(=O)(=O)N(C)Cc1ccccc1 (stereo not drawn)
7	CCc1noc(C)c1C(=O)OC(C)C(=O)NCc1ccc(OC)cc1 (stereo not drawn)
0	CCN1CCN(S(=O)(=O)c2ccc(Cl)c(C(=O)N(C)Cc3ccccc3)c2)CC1
0	CN(Cc1ccccc1)C(=O)c1nc[nH]c1C(=O)N1CCc2ccccc2C1
-1	C[C@H](CO)N1C[C@H](C)[C@@H](CN(C)S(C)(=O)=O)Oc2c(NC(=O)c3ccncc3)cccc2C1=O
-2	COc1ccc(-c2ccnc3c(Br)c(C)nn23)cc1
-3	Cc1ccc(NC(=O)Cc2c(F)cccc2Cl)cc1S(=O)(=O)N1CCOCC1
0	CC1CCCC(C)N1C(=O)COC(=O)C12CC3CC(CC(Cl)(C3)C1)C2 (stereo not drawn)
-5	C[C@H](CO)N1C[C@H](C)[C@@H](CN(C)S(C)(=O)=O)Oc2ccc(NC(=O)NC3CCCCC3)cc2C1=O
-1	COc1cccc(-c2c(-c3cc(OC)cc(OC)c3)n(C)c3ccc(-c4cnc(N5CCOCC5)nc4)cc23)c1
0	CC1CCN(C(=O)COC(=O)C(C)N2C(=O)c3ccccc3C2=O)CC1 (stereo not drawn)
1	C[C@H](CO)N1C[C@H](C)[C@@H](CN(C)C(=O)Nc2ccccc2)Oc2ccc(NS(=O)(=O)c3ccc(F)cc3)cc2C1=O
3	COCCCn1c(SCC(=O)NC2CCS(=O)(=O)C2)nnc1-c1ccc(Cl)cc1 (stereo not drawn)
-2	COc1ccc(NC(=O)c2ccc(NC(=O)CN3CCC(C(N)=O)CC3)cc2)cc1

As entered above.
Entry of C[C@H](CO)N1C[C@H](C)[C@@H](CN(C)C(=O)Nc2ccccc2)Oc2ccc(NS(=O)(=O)c3ccc(F)cc3)cc2C1=O under GSK3A inh: 1
Entry of COc1cccc(-c2ncc3ccccc3c2COC(=O)c2ccccc2C(=O)O)c1 under GSK3A inh: -3
Entry of C[C@H](CO)N1C[C@H](C)[C@@H](CN(C)S(C)(=O)=O)Oc2c(NC(=O)c3ccncc3)cccc2C1=O under GSK3A inh: -1
Entry of Cc1ccc(CNC(=O)c2cccc3c2C(=O)c2ccc(N4CCC(C)CC4)cc2S3(=O)=O)cc1 under GSK3A inh: -6

Going on with the list.
GSK3A inh	smiles
-1	O=C(COc1ccc(Cl)cc1Cl)N(C1CCCCC1)C1CCS(=O)(=O)C1 (stereo not drawn)
0	CCN(C(=S)NC(=O)c1ccco1)c1cccc2ccccc12
0	O=C(c1ccc(Cl)cc1)N1CCN(S(=O)(=O)/C=C/c2ccccc2)CC1
-1	COc1ccc(NC(=O)COC(=O)c2ccc3c(c2)OCO3)c(OC)c1
1	Cc1ccc(NC(=O)CO/N=C(\N)c2ccccc2)cc1C
23	Cc1c(C)c2cccnc2c2ncccc12
-3	C[C@@H](NC(=O)c1nc[nH]c1C(=O)NCc1ccc(CNC(=O)OC(C)(C)C)cc1)c1ccccc1
-2	Cc1nc(NC(=O)COC(=O)/C=C/c2ccco2)c(Cl)cc1Cl
-2	O=C(Nc1ccccc1Br)C1CCN(S(=O)(=O)c2cccs2)CC1
-3	CC1(NC(=O)Cc2csc(-c3cccc(Cl)c3)n2)CCS(=O)(=O)C1 (stereo not drawn)
-3	N#C/C(=C\c1ccccc1)C(=O)NNS(=O)(=O)c1cccc([N+](=O)[O-])c1
-1	CCCCCCCCCCCCCCCC(=O)NCCO
1	COC(=O)c1c(C)[nH]c(C(=O)C(C)OC(=O)C2CC(=O)N(c3ccc(C)cc3)C2)c1C (stereo not drawn)
-2	CCCCN1CC(=O)N2[C@H]3c4cc(Cl)ccc4OC[C@@H]3[C@H](c3ccccc3)[C@]2(C)C1=O
-2	O=C(COC(=O)c1c(Cl)cccc1Cl)NC1CCCCCCC1
-6	Cc1cccc(NC(=O)CNC(=O)CN2CCN(C)CC2)c1C
6	CCN(c1ccccc1)S(=O)(=O)c1ccc(OC)c(NC(=O)c2ccc(=O)[nH]c2)c1
-2	Cn1c2ccccc2c(=O)c2cc(C#CC3=CCCCC3)ccc21
-1	CC(NC(=O)COc1ccccc1)C(=O)NCc1ccccc1Cl (stereo not drawn)
0	CCc1ccc(OCC(=O)NNC(=O)c2cc(S(=O)(=O)N3CCOCC3)ccc2N2CCCC2)cc1
-1	O=C(COc1ccccc1Br)N1CCNC1=O
-5	CCOc1ccccc1NC(=O)COC(=O)c1nc2nccc(C)n2n1
-1	O=C(CC1C[C@H](C(=O)N2CCOCC2)[C@@]2(CCC3CCCC3)c3[nH]c4ccccc4c3CCN2C1=O)NCCN1CCOCC1 (stereo partly drawn)
9	O=C(COC(=O)/C=C/c1ccc2c(c1)OCO2)NCc1ccccc1
-7	O=C(COC(=O)c1ccc(S(=O)(=O)N2CCCC2)cc1)Nc1cccc(Br)c1
5	CC(=O)c1c(C)[nH]c(C(=O)C(C)Sc2nnc(NC3CC3)s2)c1C (stereo not drawn)
1	CN(C(=O)c1ccc(NC(=O)Cc2cccc(NC(=O)C3CCN(C(=O)C4CCCCC4)CC3)c2)cc1)C1CCCC1
0	O=C(CN1C(=O)NC(Cc2ccccc2)C1=O)Nc1ccc(F)c(Cl)c1 (stereo not drawn)
-3	C=CC[C@@H](CC(=O)N[C@@H](CO)Cc1ccccc1)C(=O)NCCOC(=O)[C@@H](CC=C)CC(=O)OC(C)(C)C
-2	C[C@H](CO)N1C[C@H](C)[C@@H](CN(C)S(=O)(=O)c2ccccc2)Oc2c(NC(=O)C3CCCCC3)cccc2C1=O
1	Clc1ccc(C(Cn2ccnc2)OCc2c(Cl)cccc2Cl)c(Cl)c1 (stereo not drawn)
3	O=C1NC(=O)c2cc3ccccc3cc21
-1	COCC(=O)N(C)C[C@H]1N[C@@](Cc2ccccc2)(C(=O)OC)[C@H]2C(=O)N(C)C(=O)[C@@H]12
2	CC(=O)Nc1cccc(NC(=O)CSc2n[nH]c(-c3ccccc3)n2)c1
10	CCCN(CC(=O)Nc1ccccc1OC)C(=O)c1ccc2ncsc2c1
6	CCOc1ccc(C(=O)NCC(=O)Nc2cc(C)ccn2)cc1OCC
-1	O=C(OCCN1CCCCC1)c1c[nH]c2ccccc12
3	CCn1c(Cc2ccccc2)nnc1SCC(=O)c1c(N)n(C2CC2)c(=O)[nH]c1=O
-3	CCOc1ccc(NC(=O)COC(=O)c2cc(S(=O)(=O)N3CCCC3)ccc2C)cc1

Grouped by structure, the entries above containing two or more sulfur atoms.
GSK3A inh	smiles
-3	O=S(=O)(c1ccc(=S)[nH]c1)N1CCCC1
-5	Cc1csc(SCC(=O)Nc2cccc(C)c2C)n1
-5	CCc1sc(C(=O)Nc2nc(-c3ccccn3)cs2)cc1C
3&5	CC(CCC(C)C(C)(C)C)[C@@H]1CC[C@H]2C3C[C@H](OS(O)(=S)=S)[C@H]4C[C@H](OS(O)(=S)=S)[C@@H](OS(O)(=S)=S)C[C@]4(C)[C@H]3CC[C@]12C (stereo partly drawn) (tested in a mixture with another compound)
-3	CNC[C@H]1Oc2c(NS(=O)(=O)c3cccs3)cccc2C(=O)N([C@H](C)CO)C[C@@H]1C
3	COCCCn1c(SCC(=O)NC2CCS(=O)(=O)C2)nnc1-c1ccc(Cl)cc1 (stereo not drawn)
-2	O=C(Nc1ccccc1Br)C1CCN(S(=O)(=O)c2cccs2)CC1
-3	CC1(NC(=O)Cc2csc(-c3cccc(Cl)c3)n2)CCS(=O)(=O)C1 (stereo not drawn)
5	CC(=O)c1c(C)[nH]c(C(=O)C(C)Sc2nnc(NC3CC3)s2)c1C (stereo not drawn)

Only part of the results is shown; the hit share may differ from the screen's.
